Compound activity as filed in PubChem.
GC-A act: GC-A (human) enzyme activation | P16066 | HEK293 GC-A cells, cGMP TR-FRET, EC30 ANP; 0% at EC30 ANP, 100% saturating ANP | activation, % at 10 µM | hit rate 0.14% among 370,000; in the data active = activation above about 40%
hgDAF-12 ag: hgDAF-12 agonism, primary luciferase screen | activation, % at 6.8 µM | HEK293 GAL4-hgDAF12 UAS-luciferase reporter, agonist luminescence; normalized to butyrate control | AID 687014 | hit rate 1.8% among 370,000;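 active = activation above a cutoff set at the mean of all screened compounds plus 3 SD, cut at about 10% in these data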;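 note: 0% = DMSO wells and 100% = sodium butyrate wells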
DAX1 inh-1: inhibits human nuclear receptor DAX1; P51843; AID 504766; HEK293 Gal4-DAX1 luciferase reporter, luminescence; inhibition, % at 6.75 µM; hit rate 0.99% among 340,000;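 active = inhibition above the mean over all tested compounds plus 3 SD, cut at about 4.2% in these data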;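 note: 0% = DAX1-transfected cells with DMSO and 100% = empty-vector control cells with DMSO; inhibition shows as a rise in luminescence from relieved DAX1 repression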
Target sequence (P51843 207-470 limits assumed): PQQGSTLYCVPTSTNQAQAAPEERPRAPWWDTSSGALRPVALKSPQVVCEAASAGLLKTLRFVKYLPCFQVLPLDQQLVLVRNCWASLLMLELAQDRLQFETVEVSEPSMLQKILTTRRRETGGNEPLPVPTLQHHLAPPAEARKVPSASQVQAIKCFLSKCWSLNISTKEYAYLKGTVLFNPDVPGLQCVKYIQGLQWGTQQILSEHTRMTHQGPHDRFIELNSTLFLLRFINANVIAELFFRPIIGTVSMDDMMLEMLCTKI
SMARCA2 act: activators of SMARCA2 function; activation, % at 9.1 µM; hit rate 1% among 370,000; AID 652017; MG213 cells, MMTV-luciferase reporter, dexamethasone, overnight; in the data active = activation above about 7.8%;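 note: 0% = vehicle wells and 100% = reference activator wells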
FXN GAA850 act: frataxin GAA850 promoter activation; HEK293 lucGAA850 FXN promoter luciferase reporter, 24 h; percent of 10 µM SAHA response; activation, % at 6 µM; hit rate 0.56% among 360,000;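 active = activation above the average of all compounds screened plus 3 SD, cutoff fixed separately per campaign, cut at about 7.5% in these data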;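 note: 0% = DMSO wells and 100% = 10 µM SAHA wells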
ssDAF-12 act: S. stercoralis DAF-12 activation, primary screen. HEK293 ssDAF-12/GRIP1 lit1-tk-luc reporter, luminescence; % of 3 µM dafachronic acid response. AID 652126. activation, % at 6.8 µM. hit rate 1% among 370,000;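 active = activation above the mean over all tested compounds plus 3 SD, cut at about 0.9% in these data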;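 note: 0% = DMSO-only wells and 100% = 3 µM delta7-dafachronic acid wells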
GC-B act: GC-B (human) receptor activation | HEK293-GC-B cells, CNP EC30, cGMP TR-FRET; 0% at EC30 CNP, 100% saturating CNP | activation, % at 10 µM | hit rate 0.11% among 370,000;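 active = activation at 10 µM reaching about 35% in either raw or pattern-adjusted values, limit read from the data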
sPLA2-III inh: Blocks human group III sPLA2 activity; hit rate 0.56% among 370,000; Q9NZ20; AID 743126; inhibition, % at 12.2 µM; QFRET BODIPY PC-A2 liposome hydrolysis, fluorescence;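 active = inhibition above mean plus 3 SD of compounds lying within the high and low control bounds, cut at about 19% in these data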;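 note: 0% = median of test compound wells and 100% = no enzyme DMSO wells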
Target sequence (Q9NZ20 whole entry, looked up): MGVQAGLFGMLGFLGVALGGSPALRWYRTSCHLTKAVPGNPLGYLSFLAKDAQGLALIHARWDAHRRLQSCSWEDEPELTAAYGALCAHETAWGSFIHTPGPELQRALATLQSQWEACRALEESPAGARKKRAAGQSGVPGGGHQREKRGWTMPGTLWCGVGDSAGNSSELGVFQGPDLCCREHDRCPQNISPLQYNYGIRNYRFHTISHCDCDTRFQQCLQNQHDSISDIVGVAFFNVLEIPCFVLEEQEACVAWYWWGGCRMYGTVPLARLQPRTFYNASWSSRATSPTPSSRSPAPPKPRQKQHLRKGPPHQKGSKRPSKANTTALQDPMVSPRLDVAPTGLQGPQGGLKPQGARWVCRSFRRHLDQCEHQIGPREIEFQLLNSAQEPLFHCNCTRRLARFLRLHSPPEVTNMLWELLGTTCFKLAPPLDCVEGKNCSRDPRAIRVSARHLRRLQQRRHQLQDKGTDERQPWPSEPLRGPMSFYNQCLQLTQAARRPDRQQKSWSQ
KLK7 zymogen act: proKLK7 (human) activation, primary screen. purified proKLK7, EDANS-DABCYL substrate fluorescence; 100% is mature enzyme control, 0% vehicle. hit rate 0.9% among 370,000. P49862. activation, % at 7 µM;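 active = activation above the mean of all tested compounds plus 3 SD, computed per campaign excluding outliers beyond control limits, cut at about 13% in these data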
Target sequence (P49862 whole entry, looked up): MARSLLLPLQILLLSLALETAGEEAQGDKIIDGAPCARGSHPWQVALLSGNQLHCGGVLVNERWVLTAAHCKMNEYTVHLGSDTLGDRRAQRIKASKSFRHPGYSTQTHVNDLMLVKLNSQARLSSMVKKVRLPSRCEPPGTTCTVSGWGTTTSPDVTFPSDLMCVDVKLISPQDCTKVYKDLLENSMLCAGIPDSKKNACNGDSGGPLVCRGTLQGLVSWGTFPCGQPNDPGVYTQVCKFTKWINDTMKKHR
DAX1 inh-2: inhibitors of DAX1 repression of SF-1 activated StAR promoter; HEK293T StAR-luciferase reporter, SF-1/DAX-1 repression relief; inhibition, % at 6.8 µM; hit rate 1.1% among 370,000; AID 652010;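 active = inhibition above the mean over all tested compounds plus 3 SD, cut at about 3.6% in these data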;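 note: 0% = DAX-1 cells with DMSO and 100% = cells lacking DAX-1 with DMSO; higher inhibition means more luminescence from relief of DAX-1 repression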
hcDAF12 agonist: H. contortus DAF-12 activation, primary screen. HEK293 hcDAF-12 lit1-tk-luc reporter, luminescence; 0% DMSO, 100% Δ7-dafachronic acid. hit rate 1.4% among 370,000. activation, % at 6.8 µM. AID 652067;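 active = activation above the mean of all tested compounds plus 3 SD, cut at about 5.5% in these data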;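 note: 100% = response to 3 µM Δ7-dafachronic acid high control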
Numbers without * were called inactive.

`COCCNc1nc(NCCOC)c2sc(-c3ccccc3)cc2n1` gave GC-A act 9, hgDAF-12 ag -1.2, SMARCA2 act -7, FXN GAA850 act -1.1, ssDAF-12 act -1.7, GC-B act -6, sPLA2-III inh 7, KLK7 zymogen act -1.9, DAX1 inh-2 -3.6 and hcDAF12 agonist -1.3.
`COC(=O)C1=CC(C(=O)c2cccs2)=NN(c2ccc(OC)cc2)C1C(=O)OC` (stereo unspecified) gave GC-A act 8, hgDAF-12 ag 0.5, DAX1 inh-1 0.3, SMARCA2 act 2, FXN GAA850 act 1.8, ssDAF-12 act -1.3, GC-B act 5, sPLA2-III inh -1, KLK7 zymogen act 0.5, DAX1 inh-2 -0.7 and hcDAF12 agonist -1.7.
Screening Cc1cc(NC(=O)CSc2nc3c(C)c(C)ccc3cc2C)no1 returned GC-A act 1, hgDAF-12 ag -0.4, DAX1 inh-1 3.8, SMARCA2 act -2, FXN GAA850 act -0.5, ssDAF-12 act -1.2, GC-B act -5, sPLA2-III inh -1, KLK7 zymogen act 0.8, DAX1 inh-2 0.4 and hcDAF12 agonist 2.0.
For O=c1[nH]c(-c2ccccn2)nc(C(F)(F)F)c1Br the results were GC-A act 0, hgDAF-12 ag -3.4, DAX1 inh-1 -1.0, SMARCA2 act -2, FXN GAA850 act 0.3, ssDAF-12 act -1.6, GC-B act 7, sPLA2-III inh 8, KLK7 zymogen act -0.5, DAX1 inh-2 -1.9 and hcDAF12 agonist -2.1.
Cc1cccc(CSC(Nc2ccc(F)cc2)=C(C#N)C#N)c1 was read as GC-A act 3, hgDAF-12 ag -5.0, DAX1 inh-1 -3.1, SMARCA2 act -7, FXN GAA850 act -5.4, ssDAF-12 act -2.6, GC-B act 7, sPLA2-III inh -52, KLK7 zymogen act -0.4, DAX1 inh-2 -2.8 and hcDAF12 agonist -4.2.
CC(C)(C)c1cc(C(=O)Nc2cccc3ccccc23)ccn1 was read as GC-A act 0, hgDAF-12 ag -0.7, DAX1 inh-1 -0.5, SMARCA2 act -3, FXN GAA850 act 2.7, ssDAF-12 act -1.3, GC-B act 6, sPLA2-III inh -2, KLK7 zymogen act 0.2, DAX1 inh-2 -0.3 and hcDAF12 agonist -1.2.
CN(CC(=O)Nc1ccc(Cl)cc1)C(=O)CN1C(=O)C2CCCCC2C1=O (stereo unspecified) was read as GC-A act 5, hgDAF-12 ag -2.5, DAX1 inh-1 -0.6, SMARCA2 act -2, FXN GAA850 act -1.4, ssDAF-12 act -1.5, GC-B act 2, sPLA2-III inh -2, KLK7 zymogen act -0.5, DAX1 inh-2 0.7 and hcDAF12 agonist -0.6.
Screening O=C(NC1CCCCCC1)c1ccc(-n2cnnc2)cc1 returned GC-A act 1, hgDAF-12 ag -0.2, DAX1 inh-1 0.1, SMARCA2 act 0, FXN GAA850 act 0.9, ssDAF-12 act -0.9, GC-B act 5, sPLA2-III inh 5, KLK7 zymogen act -0.1, DAX1 inh-2 1.6 and hcDAF12 agonist -0.2.
`N#CCCCn1c(O)c(N=NC(=O)C(O)c2ccccc2)c2ccccc21` (stereo unspecified) gave GC-A act -7, hgDAF-12 ag 0.7, DAX1 inh-1 3.8, SMARCA2 act -4, FXN GAA850 act 1.8, ssDAF-12 act -1.5, GC-B act 2, sPLA2-III inh 6, KLK7 zymogen act 0.5, DAX1 inh-2 -0.2 and hcDAF12 agonist 0.0.
`Cn1c(CO)cnc1SCc1ccccc1` gave GC-A act 4, hgDAF-12 ag 3.8, DAX1 inh-1 0.8, SMARCA2 act 1, FXN GAA850 act -1.5, ssDAF-12 act -1.1, GC-B act 10, sPLA2-III inh 5, KLK7 zymogen act -0.3, DAX1 inh-2 0.8 and hcDAF12 agonist -0.4.
O=C(N/N=C\c1ccc(OCC(=O)N2CCCC2)cc1)C(=O)Nc1ccccc1F was read as GC-A act -4, hgDAF-12 ag 0.4, DAX1 inh-1 -2.1, SMARCA2 act -2, FXN GAA850 act 1.6, ssDAF-12 act -0.2, GC-B act -4, sPLA2-III inh 13, KLK7 zymogen act -0.3, DAX1 inh-2 0.2 and hcDAF12 agonist -2.8.
CC(C)N1CCCC(C)(C(=O)Nc2cccc(Oc3ccccc3)c2)C1 (stereo unspecified) was read as GC-A act -1, hgDAF-12 ag 0.2, SMARCA2 act -1, FXN GAA850 act 2.0, ssDAF-12 act -0.9, GC-B act 2, sPLA2-III inh 9, KLK7 zymogen act -0.8, DAX1 inh-2 -1.1 and hcDAF12 agonist 0.7.
For CCOc1ccc(S(=O)(=O)NCCC(=O)NC2=NCCS2)cc1 the results were GC-A act -1, hgDAF-12 ag -0.7, DAX1 inh-1 -1.8, SMARCA2 act -2, FXN GAA850 act 0.6, ssDAF-12 act -1.1, GC-B act 0, sPLA2-III inh -6, KLK7 zymogen act 0.3, DAX1 inh-2 -0.6 and hcDAF12 agonist -1.5.
`CCCNC(=O)COc1ncnc2sc(C)c(C)c12` gave hgDAF-12 ag 0.5, DAX1 inh-1 -0.9, SMARCA2 act 1, FXN GAA850 act 0.7, ssDAF-12 act -0.6, sPLA2-III inh -2, KLK7 zymogen act -0.3, DAX1 inh-2 -0.2 and hcDAF12 agonist -1.0.
`O=C(O)Cn1cc(C(=O)c2cccs2)c2ccccc21` gave GC-A act 3, hgDAF-12 ag 1.6, DAX1 inh-1 -0.4, SMARCA2 act -1, FXN GAA850 act 0.8, ssDAF-12 act 0.1, GC-B act 1, sPLA2-III inh 0, KLK7 zymogen act -0.1, DAX1 inh-2 0.0 and hcDAF12 agonist 2.1.
Cc1csc(NC(C)c2nc3cc(C(F)(F)F)ccc3n2CCCO)n1 (stereo unspecified) was read as GC-A act 0, hgDAF-12 ag -0.1, DAX1 inh-1 0.0, SMARCA2 act -1, FXN GAA850 act 1.5, ssDAF-12 act -0.6, GC-B act 1, sPLA2-III inh -1, KLK7 zymogen act 0.4, DAX1 inh-2 0.9 and hcDAF12 agonist -0.4.
`COc1ccc(CN2CCCC(C(=O)c3ccc(Cl)cc3)C2)cc1Cn1cccn1` (stereo unspecified) gave GC-A act -3, hgDAF-12 ag 1.9, DAX1 inh-1 0.2, SMARCA2 act 0, FXN GAA850 act -1.2, ssDAF-12 act -0.7, GC-B act 0, sPLA2-III inh -10, KLK7 zymogen act 0.2, DAX1 inh-2 -1.3 and hcDAF12 agonist 2.5.
NC(=O)C1CCN(C(=S)c2cccs2)CC1 was read as GC-A act 3, hgDAF-12 ag -1.8, DAX1 inh-1 -0.1, SMARCA2 act -5, FXN GAA850 act 0.3, ssDAF-12 act -0.8, GC-B act 0, sPLA2-III inh 6, KLK7 zymogen act -0.6, DAX1 inh-2 0.2 and hcDAF12 agonist -0.1.
c1cncc(-c2nc3c(ccc4ccccc43)[nH]2)c1 was read as GC-A act 3, hgDAF-12 ag 4.0, DAX1 inh-1 -0.7, SMARCA2 act 6, FXN GAA850 act 2.8, ssDAF-12 act -0.9, GC-B act 3, sPLA2-III inh -7, KLK7 zymogen act 0.4, DAX1 inh-2 1.2 and hcDAF12 agonist 2.0.
O=C(CSC(=S)N1CCSCC1)c1ccc(Cl)cc1 was read as GC-A act 17, hgDAF-12 ag 13*, DAX1 inh-1 3.6, SMARCA2 act 5, FXN GAA850 act 9.8*, ssDAF-12 act -0.7, GC-B act -2, sPLA2-III inh -7, KLK7 zymogen act -0.1, DAX1 inh-2 2.4 and hcDAF12 agonist 0.6.
For CCOC(=O)Cc1nnc(NC(=O)C(CC)Sc2nnc3c4ccccc4n(C)c3n2)s1 (stereo unspecified) the results were GC-A act -3, hgDAF-12 ag 2.7, DAX1 inh-1 0.9, SMARCA2 act -1, FXN GAA850 act -0.2, ssDAF-12 act 0.2, GC-B act -5, sPLA2-III inh -34, KLK7 zymogen act 0.2, DAX1 inh-2 -0.4 and hcDAF12 agonist 4.2.
For COC(=O)CCCC(=O)Nc1c(F)c(F)c(F)c(F)c1F the results were GC-A act 0, hgDAF-12 ag 1.5, DAX1 inh-1 -2.1, SMARCA2 act 2, FXN GAA850 act -1.7, ssDAF-12 act -0.8, GC-B act -1, sPLA2-III inh 0, KLK7 zymogen act 0.2, DAX1 inh-2 0.8 and hcDAF12 agonist 0.5.
Screening O=C1C2CC=CCC2C(=O)N1CC(=O)N(Cc1ccccc1)C1CCS(=O)(=O)C1 (stereo unspecified) returned GC-A act 1, hgDAF-12 ag 1.6, DAX1 inh-1 0.8, SMARCA2 act 5, FXN GAA850 act 1.2, ssDAF-12 act -1.0, GC-B act 7, sPLA2-III inh 4, KLK7 zymogen act -0.5, DAX1 inh-2 0.0 and hcDAF12 agonist -0.4.
CCN(CC)CCOC(=O)c1ccc(Cl)cc1 was read as GC-A act 4, hgDAF-12 ag 0.5, DAX1 inh-1 1.0, SMARCA2 act -4, FXN GAA850 act -1.5, ssDAF-12 act -0.6, GC-B act -3, sPLA2-III inh -2, KLK7 zymogen act 0.2, DAX1 inh-2 0.1 and hcDAF12 agonist 2.0.
`CC(C)C(=O)Nc1ccc(NC(=O)c2ccccc2Cl)nc1` gave GC-A act 0, hgDAF-12 ag 7.4, DAX1 inh-1 2.6, SMARCA2 act 1, FXN GAA850 act 1.2, ssDAF-12 act -0.7, GC-B act 2, sPLA2-III inh -1, KLK7 zymogen act 0.1, DAX1 inh-2 1.7 and hcDAF12 agonist 2.9.
Screening O=C(OCC(=O)N1CCc2ccccc21)c1ccc(Cl)nc1 returned GC-A act 4, hgDAF-12 ag -1.7, DAX1 inh-1 -0.8, SMARCA2 act 0, FXN GAA850 act 1.7, ssDAF-12 act -0.8, GC-B act -1, sPLA2-III inh 2, KLK7 zymogen act -0.3, DAX1 inh-2 -0.4 and hcDAF12 agonist 1.2.
For CC12CC3CC(C)(C1)CC(CN1CCOCC1)(C3)C2 the results were GC-A act 0, hgDAF-12 ag -0.3, DAX1 inh-1 -0.1, SMARCA2 act 1, FXN GAA850 act 0.9, ssDAF-12 act -1.4, GC-B act 1, sPLA2-III inh 12, KLK7 zymogen act 0.4, DAX1 inh-2 0.2 and hcDAF12 agonist -0.4.
Screening CN(Cc1ccccc1)C(=O)COC(=O)CN1C(=O)c2ccccc2C1=O returned GC-A act 3, hgDAF-12 ag 0.7, DAX1 inh-1 0.6, SMARCA2 act 3, FXN GAA850 act -0.8, ssDAF-12 act -1.5, GC-B act 3, sPLA2-III inh -3, KLK7 zymogen act 0.2, DAX1 inh-2 1.3 and hcDAF12 agonist -0.6.
Screening CC(=O)Nc1ccc(NC(=O)CSc2nc(=O)n(Cc3ccncc3)c3c2CCC3)cc1 returned GC-A act 2, hgDAF-12 ag 1.7, DAX1 inh-1 0.1, SMARCA2 act 0, FXN GAA850 act 1.0, ssDAF-12 act -0.5, GC-B act 5, sPLA2-III inh 0, KLK7 zymogen act 0.0, DAX1 inh-2 0.4 and hcDAF12 agonist -1.2.
